# Compound activity from PubChem.
# DDE Tn6 FP inh = inhibitors of Tn6 peptide binding to human fibrin DD(E). P02675. Fibrin DD(E) TRITC-Tn6 fluorescence polarization displacement. inhibition, % at 8.3 µM. 370,000 compounds, 0.21% hits;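 active = inhibition above a per-campaign cutoff: mean of compounds within control limits plus 3 SD, cut at about 15% in these data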;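 note: 0% = median of all compound wells on the plate and 100% = blocking peptide control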
# PLCg1 inh = inhibitors of human phospholipase C gamma1 | 370,000 compounds, 0.84% hits | AID 720700 | inhibition, % at 12.2 µM | purified PLC-gamma1, fluorogenic substrate, fluorescence | P19174; in the data active = inhibition above about 9.5%
# ARFGAP1 inh = inhibitors of rat ARFGAP1 | Q62848 | inhibition, % at 16.5 µM | 360,000 compounds, 0.26% hits | Arfgap1-stimulated ARF1 GTP hydrolysis, GDP FP detection;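 active = inhibition above a per-plate limit, mean inhibition of low control wells plus 3 SD, cut at about 25% in these data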;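 note: 0% = DMSO wells with enzyme and 100% = wells lacking Arfgap1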
#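 system = rat Arfgap1 catalytic domain, aa 1-136 | technique = FP, GDP Alexa 633 tracer displaced from anti-GDP antibody, 620/688 nm | compound = one concentration, 16.5 µM, DMSO 1.26% | medium = HEPES-based buffer, pH 7.5 | timing = compound-enzyme preincubation 20 min, reaction 120 min, detection 60 min, 25 °C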
# MBD2 inh = inhibitors of human MBD2 binding to methylated oligonucleotide | Q9UBB5 | TR-FRET | inhibition, % at 4.4 µM | 370,000 compounds, 0.31% hits | AID 686964; in the data active = inhibition above about 13%
# PLCb3 inh = inhibitors of human phospholipase C beta3 | Q01970 | Purified PLC-beta3, fluorogenic substrate, fluorescence | inhibition, % at 12.2 µM | 370,000 compounds, 0.18% hits | AID 720704; in the data active = inhibition above about 11%;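 note: 0% = median of compound wells on plate and 100% = full blocker control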
# Target sequence (Q01970 whole entry, looked up): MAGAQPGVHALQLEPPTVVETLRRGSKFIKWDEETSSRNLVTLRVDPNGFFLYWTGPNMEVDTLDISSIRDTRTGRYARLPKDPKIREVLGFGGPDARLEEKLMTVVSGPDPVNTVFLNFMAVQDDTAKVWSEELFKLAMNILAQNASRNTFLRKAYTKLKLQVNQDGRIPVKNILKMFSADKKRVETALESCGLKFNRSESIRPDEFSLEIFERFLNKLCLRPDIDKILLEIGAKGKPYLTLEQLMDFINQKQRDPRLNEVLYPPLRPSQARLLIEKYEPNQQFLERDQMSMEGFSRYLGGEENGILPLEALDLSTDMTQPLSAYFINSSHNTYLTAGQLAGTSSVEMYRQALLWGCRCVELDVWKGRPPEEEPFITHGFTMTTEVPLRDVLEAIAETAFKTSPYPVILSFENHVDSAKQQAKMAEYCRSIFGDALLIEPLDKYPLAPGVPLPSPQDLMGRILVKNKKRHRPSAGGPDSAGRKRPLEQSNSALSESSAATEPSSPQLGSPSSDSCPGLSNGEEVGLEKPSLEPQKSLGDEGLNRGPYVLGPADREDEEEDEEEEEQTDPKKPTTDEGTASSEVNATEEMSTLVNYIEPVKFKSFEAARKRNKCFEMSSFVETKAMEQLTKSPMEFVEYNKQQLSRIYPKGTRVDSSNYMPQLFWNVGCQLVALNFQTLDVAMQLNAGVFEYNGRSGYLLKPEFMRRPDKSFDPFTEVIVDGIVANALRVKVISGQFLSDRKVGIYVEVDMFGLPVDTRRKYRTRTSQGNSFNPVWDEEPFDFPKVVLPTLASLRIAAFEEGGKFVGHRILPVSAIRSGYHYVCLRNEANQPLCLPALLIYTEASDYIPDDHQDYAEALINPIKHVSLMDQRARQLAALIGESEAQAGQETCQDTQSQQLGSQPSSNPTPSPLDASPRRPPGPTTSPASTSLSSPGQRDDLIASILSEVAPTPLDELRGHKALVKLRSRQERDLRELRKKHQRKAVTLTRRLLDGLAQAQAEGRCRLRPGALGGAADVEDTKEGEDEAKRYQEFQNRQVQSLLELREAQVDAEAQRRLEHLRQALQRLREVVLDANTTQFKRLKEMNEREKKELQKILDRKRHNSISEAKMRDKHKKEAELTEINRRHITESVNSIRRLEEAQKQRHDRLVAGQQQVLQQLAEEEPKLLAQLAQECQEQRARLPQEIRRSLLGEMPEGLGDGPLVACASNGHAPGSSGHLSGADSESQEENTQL
# DDE Tn7 FP inh = disrupts Tn7 cyclic peptide binding to fibrin D-Dimer-E complex | FP displacement of FITC-Tn7 peptide from fibrin DD(E); 0% = median of compound wells per plate | AID 720508 | 370,000 compounds, 0.13% hits | inhibition, % at 8.3 µM;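 active = inhibition above the mean of compounds falling within the control limits plus 3 SD of them, cut at about 14% in these data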;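 note: 0% = plate median of compound wells and 100% = 10 µM Aha-Tn7 peptide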
#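 Also added: labelled Tn7 tracer, 0.1 µM; Assay system: human fibrin DD(E) protein; Amount: 2 µM fibrin DD(E); Schedule: 10 min compound pre-incubation, 3 h probe incubation at room temperature; Repeats: one replicate per compound; Read-out basis: percent inhibition; Measured by: fluorescence polarization of the labelled Tn7 tracer.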
# UHRF1 MBD2 ctr = UHRF1 methyl-DNA binding inhibition; Q96T88; UHRF1 binding to methylated oligo, TR-FRET; inhibition, % at 4.4 µM; 370,000 compounds, 0.75% hits; in the data active = inhibition above about 21%;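 note: UHRF1 SRA domain binding a hemimethylated CpG hairpin DNA probe; 0% = median of test compound wells and 100% = reference inhibitor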
# ADAM17 inh = ADAM17 inhibition, QFRET primary screen; P78536; recombinant ADAM17, EDANS/DABCYL FRET peptide cleavage; inhibition, % at 6.95 µM; 370,000 compounds, 0.83% hits; AID 720648;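 active = inhibition above the mean of compounds lying between control limits plus 3 SD, set per campaign, cut at about 8.5% in these data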;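 note: 0% = DMSO-only wells as the low control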
# proKLK7 act = proKLK7 (human) activation, primary screen; activation, % at 7 µM; 370,000 compounds, 0.9% hits; purified proKLK7, EDANS-DABCYL substrate fluorescence; 100% is mature enzyme control, 0% vehicle; P49862;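 active = activation above the mean of all tested compounds plus 3 SD, computed per campaign excluding outliers beyond control limits, cut at about 13% in these data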
# ASAP1 GAP inh = ASAP1 ArfGAP inhibition; 360,000 compounds, 0.19% hits; inhibition, % at 16.5 µM; Q9ULH1; ASAP1-stimulated ARF1 GTP hydrolysis, GDP FP detection; in the data active = inhibition above about 25%;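 note: 0% = vehicle with enzyme and substrate and 100% = no enzyme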
# * = called active by the depositor; i = inactive; . = not tested or not shown; + = active, no number.
SMILES,DDE Tn6 FP inh,PLCg1 inh,ARFGAP1 inh,MBD2 inh,PLCb3 inh,DDE Tn7 FP inh,UHRF1 MBD2 ctr,ADAM17 inh,proKLK7 act,ASAP1 GAP inh
O=C(NC(=S)Nc1cccnc1)c1ccccc1,6,3,8,-3,-4,3,-3,1,0.2,-1
O=C(N[C@H](Cc1ccccc1)C(=O)O)[C@H]1O[C@@H](n2ccc(=O)[nH]c2=O)[C@H](O)[C@@H]1O,-9,0,2,5,-2,-4,2,-7,-0.5,1
CCCC[C@H](C(=O)N(C)c1ccccc1)[C@@H](O)c1ccc(C(C)=O)cc1,4,2,.,-2,-1,-5,-3,1,0.6,.
COc1ccc2c(Cl)c(C(=O)N/N=C/c3c(C)[nH]c4ccccc34)sc2c1,-7,-121,7,-2,-114,-1,-5,3,-60,14
Cc1ccn2c(-c3csc(NCc4ccco4)n3)c(C)nc2c1,10,-25,5,-6,-33,4,-4,-6,-0.7,2
O=C(Nc1ccccc1C(=O)NC(Cc1ccccc1)C(=O)O)c1ccco1 (stereo unspecified),-6,0,10,-1,-8,2,3,-2,0.2,-2
Cc1ccc(-n2cccc2/C=C2\C(=N)N3N=C(C(C)C)SC3=NC2=O)cc1,3,-2,-2,0,1,-2,2,-1,0.8,-3
CN(C)CCNC(=S)Nc1ccc(Cl)cc1,5,-3,1,-6,0,8,-1,-1,-0.2,5
CC(C)Cn1c(CN2CCN(c3ccccc3F)CC2)nc2c1c(=O)[nH]c(=O)n2C,9,-2,8,4,2,2,0,1,0.6,-10
Cc1cccc(NC(=O)Nc2ccc(C)c(C)c2)n1,4,-1,11,1,-2,7,0,-3,0.2,2
O=C(Cc1ccc(S(=O)(=O)N2CCOCC2)s1)NCCOc1ccccc1,-3,-3,0,2,-5,-4,0,2,-0.5,3
CNS(=O)(=O)c1ccc(NC(=O)c2cc(-c3ccncc3)nc3ccc(Cl)cc23)cc1,-3,0,4,5,-6,-1,1,-8,0.2,-3
Cc1ccc(F)cc1C(=O)N1CCCC1(C)C(=O)NCC(C)C (stereo unspecified),-2,1,-11,0,-1,-4,2,-2,-0.4,8
CCOc1cc(CN2CCCCCC2)ccc1OC,-2,4,4,1,-1,3,5,1,-0.5,-4
CNc1ccc2c3c(cccc13)C(=O)N(C)C2=O,47*,-468,-8,-145,i,-6,i,-24,5.2,-1
CC1(C)CC(Cc2ccccc2C(F)(F)F)N(C(=O)OC(C)(C)C)C1 (stereo unspecified),-3,0,12,-3,3,7,1,-1,0.2,-7
O=c1c2ccccc2oc2nc3n(c(=O)c12)CCCS3,-5,-1,-3,-1,-5,0,-6,-4,-0.7,-2
CC(Sc1nc2ccccc2[nH]1)C(=O)Nc1ccc2c(c1)OCCO2 (stereo unspecified),1,-3,5,1,-6,5,-4,-5,-0.1,-12
O=C(NCc1ccc(Cl)cc1)c1cccc(S(=O)(=O)N2CCCC2)c1,-7,0,14,-2,-4,-4,1,-3,0.0,-12
O=c1c2ccccc2c(-c2ccccc2)nn1Cc1ccc(Cl)cc1,1,1,-2,-1,2,-5,0,-2,0.1,-16
Cc1ccccc1NC(=O)Cc1nc(COC(=O)c2ccc(C(F)(F)F)cc2)cs1,10,-2,-15,1,-1,-1,0,-2,-0.4,4
COc1ccc(-n2ccc(-c3nn(-c4cccc(C(F)(F)F)c4)ccc3=O)n2)cc1,-6,-4,-5,-1,-1,-5,-2,-1,0.3,22
O=C(O)CC/C(=N\Nc1ccc(Cl)cc1)c1cccs1,-4,1,-6,0,2,-3,-2,0,-0.6,-5
Cc1ccc(CC(=O)Nc2ccc(F)c([N+](=O)[O-])c2)cc1C,1,3,-2,4,4,0,-3,4,-0.5,-3
COC(=O)c1c[nH]n2c(=O)c(Cl)c(C)nc12,-3,0,2,-4,1,0,1,-1,0.2,6

# Structures above that contain a furan ring, fused or not, in the order listed:
SMILES,DDE Tn6 FP inh,PLCg1 inh,ARFGAP1 inh,MBD2 inh,PLCb3 inh,DDE Tn7 FP inh,UHRF1 MBD2 ctr,ADAM17 inh,proKLK7 act,ASAP1 GAP inh
Cc1ccn2c(-c3csc(NCc4ccco4)n3)c(C)nc2c1,10,-25,5,-6,-33,4,-4,-6,-0.7,2
O=C(Nc1ccccc1C(=O)NC(Cc1ccccc1)C(=O)O)c1ccco1 (stereo unspecified),-6,0,10,-1,-8,2,3,-2,0.2,-2

# Continuation:
SMILES,DDE Tn6 FP inh,PLCg1 inh,ARFGAP1 inh,MBD2 inh,PLCb3 inh,DDE Tn7 FP inh,UHRF1 MBD2 ctr,ADAM17 inh,proKLK7 act,ASAP1 GAP inh
Cc1ccc(Sc2c(C)[nH]n(C(C)(C)C)c2=O)cc1,3,4,7,-1,5,2,-2,1,0.0,-7
N#Cc1c(-c2ccc(Br)cc2)cc(-c2cccnc2)nc1N,2,-56,0,7,-60,-3,2,-58,-3.0,8
CC1N(C)c2cc(NC(=O)c3ccco3)ccc2C1(C)C (stereo unspecified),+,-29,-1,-3,-31,-20,-2,-2,1.1,21
COc1ccc(-c2nc(CS(=O)CC(=O)NCc3ccc4c(c3)OCO4)c(C)o2)cc1 (stereo unspecified),6,1,-8,-4,3,0,-1,1,0.9,2
N#C/C(=C\c1ccc(-c2ccc([N+](=O)[O-])cc2Br)o1)C(=O)N1CCN(c2ccccc2)CC1,-3,-9,2,2,-10,-2,-1,0,0.6,6
COc1ccc([N+](=O)[O-])cc1NC(=O)c1ccco1,1,1,1,-6,4,-5,-4,-2,-0.1,-6
O=C(CCNC(=O)c1ccc([N+](=O)[O-])cc1)NCCc1ccc(Cl)cc1,-1,2,-7,1,-6,2,-2,1,0.1,-10
O=C(NCCO)NC(=S)c1ccccc1,-1,0,-1,-6,0,1,0,0,0.1,13
CC(C)(C)OC(=O)NCCCCCNC(=O)c1[nH]cnc1C(=O)NC1CCN(C(=O)OC(C)(C)C)CC1,7,0,6,-1,7,-6,-2,8,0.3,-8
COc1cccc(NS(=O)(=O)c2cc3c(cc2C)NC(=O)CO3)c1,-7,1,8,5,-2,2,0,0,-0.1,2
COc1cc(C2OC(c3cc(OC)c(OC)c(OC)c3)C(C)C2C)cc(OC)c1OC (stereo unspecified),-5,4,-4,3,5,-1,-1,-1,-0.1,-5
COC(/C=C/Nc1ccc(Br)cc1)=C(C#N)C#N,6,-2,9,-8,-22,-11,-2,0,-0.9,1
COc1cccc(-n2ccnc2SCC(=O)Nc2ccccc2)c1,7,-2,3,2,-2,-5,4,0,0.7,1
CCCCCCCCN1C(=O)[C@@H](CC(=O)N2CCSCC2)C[C@@]2(C(=O)OC)C1=C[C@H](C(C)C)O[C@@H]2C1CC1,-2,3,.,-2,-1,2,3,-2,0.2,.
Cc1cc(C)n(CC(=O)Nc2ccc(N3CCOCC3)c(Cl)c2)c(=O)c1C#N,0,1,-2,2,-1,-5,1,-1,0.1,6
Cc1cc(O)cc(=O)n1-c1cc(Cl)cc(Cl)c1,-3,0,6,-2,3,3,1,1,-1.4,-2
CCCCN(C(=O)c1ccccc1Br)C1CCS(=O)(=O)C1 (stereo unspecified),-8,1,3,-2,-10,2,-1,-5,0.4,-5
COc1ccc(-c2nnc(SCC(=O)NCc3cccs3)n2C(C)C)cc1,0,6,2,4,1,4,0,-3,-0.4,5
CCOC(=O)N1CCN(C(=O)c2ccc3c(c2)N(Cc2ccc(C)cc2)CCS3)CC1,-5,-208,-2,0,-246,-6,5,-23,-4.9,-21
O=C(NC1CCCCC1)C(c1ccncc1)N(C(=O)Cn1nnc(-c2cccs2)n1)C1CCCC1 (stereo unspecified),2,-2,5,4,-1,5,-2,-3,0.9,22
COC(=O)c1c(C)[nH]c(C(=O)/C=C/c2cccc(Cl)c2)c1C,1,4,5,2,2,3,1,0,-0.3,-4
CCOc1ccccc1C(=O)OCC(=O)Nc1ccc(N2CCCCC2)cc1,-8,0,12,1,-4,1,-2,-3,0.6,-1
CCCCCCOc1ccc(NC(=O)CC2C(=O)N(CC)C(=S)N2Cc2ccco2)cc1 (stereo unspecified),2,1,0,0,3,4,-2,5,-0.1,3
CCS(=O)(=O)Nc1c(C(=O)OC)[nH]c2ccccc12,-2,-8,18,-3,-4,-1,-1,-3,0.5,10
N[C@H](C(=O)N[C@@H](Cc1ccccc1)C(=O)N1CCC2CCN(S(=O)(=O)c3ccccc3)CC21)c1ccccc1 (stereo partly specified),-4,4,.,0,-3,9,3,-8,0.6,.
# The list continues:
SMILES,DDE Tn6 FP inh,PLCg1 inh,ARFGAP1 inh,MBD2 inh,PLCb3 inh,DDE Tn7 FP inh,UHRF1 MBD2 ctr,ADAM17 inh,proKLK7 act,ASAP1 GAP inh
COC(=O)c1ccc2c(c1)N(Cc1ccccc1F)C(=O)c1ccccc1S2=O (stereo unspecified),-4,4,2,-1,3,-8,-2,0,0.1,-7
CCCCc1cc(=O)oc2c(CN3CCN(C)CC3)c(O)ccc12,-2,i,1,-4,i,-9,-2,i,53*,3
CC(NC(=O)Cc1ccc(F)cc1)c1ccccc1 (stereo unspecified),-1,2,6,0,0,3,0,-4,-0.8,-3
Nc1nc(SCC(=O)NN(c2ccccc2)c2ccccc2)n[nH]1,2,0,-4,0,1,-1,0,-1,-0.1,-4
CC(OC(=O)c1cc2sccc2n1C)C(=O)NCC1CCCO1 (stereo unspecified),-1,-2,8,7,0,5,1,-5,-0.6,-11
O=C(COC(=O)/C=C/c1ccccc1)NCCNC(=O)COC(=O)/C=C/c1ccccc1,12,2,2,-5,-6,-3,-1,-3,-0.7,1
CCCc1cc(=O)[nH]c(SCC(=O)Nc2cc(S(=O)(=O)N3CCCCC3)ccc2C)n1,-5,-1,-10,-5,-1,1,-3,0,0.0,9
O=c1c(-c2ccc3c(c2)OCCO3)c(C(F)(F)F)oc2cc(O)cc(O)c12,-4,7,14,-3,0,-5,-1,4,0.2,1
CCOC(=O)c1cc(CC)sc1/N=C/C1=C(O)CC(C)(C)CC1=O,-2,-3,20,12,-11,1,5,-2,-0.1,4
CCOc1ccccc1C(=O)OCC(=O)NCC1CCCCC1,-2,2,-1,-2,-4,-1,0,-4,-0.2,11
COc1cccc(C(O)c2nccn2Cc2ccccc2)c1OC (stereo unspecified),-6,2,-8,3,-3,11,2,-4,-0.5,-3
Cc1ccccc1Nc1c(N)c(=O)oc2ccccc12,-4,-6,15,-1,-2,5,0,-2,-0.5,10
O=C(COc1ccc(Cl)cc1Cl)NC(=O)NC1CCCC1,0,2,1,-1,0,-6,1,0,0.3,-1
CCOC(=O)C1CCCN(S(=O)(=O)c2cc3[nH]c(=O)c(=O)[nH]c3cc2C)C1 (stereo unspecified),-2,-127,-5,-2,-167,0,-1,-114,11,-6
CCn1c(=O)n(CC)c2cc(S(=O)(=O)N3CCOCC3)ccc21,1,5,-5,-5,6,8,-1,0,-0.2,0
Cc1cccc(NC(=O)CCS(=O)(=O)c2ccc3c(c2)oc(=O)n3C)c1,1,1,-4,1,-7,0,-2,3,0.4,4
O=C(CSc1nc2ccccc2c(=O)n1CC1CCCO1)NCC1CCCO1 (stereo unspecified),2,-1,0,-2,1,0,-1,-5,-0.7,-5
